Shiga inhibitor = inhibitors of Shiga toxin in Vero cells; Vero cells, Shiga toxin protein synthesis inhibition reporter; AID 2315; inhibition, % at 38.7 µM; 9.2% of 290,000 active; in the data active = inhibition mostly above about 28%, no sharp cut-off; inactive = mostly below about 43%; also: 0% is about no effect
AmpC inh no detg = AmpC beta-lactamase inhibition without detergent | AID 485341 | P00811 | 0.52% of 330,000 active | Potency, µM (series often up to 57.1 µM), inactives show top-dose activity change, negative = inhibition, most hits filed as inhibitors | AmpC nitrocefin hydrolysis, absorbance 480 nm, 0.0001% Triton;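 also: potency is read from the fitted curve at half-maximal effect; plate controls were no compound for no effect and no enzyme for full effect; nearly all actives have a fitted effect of over 20% in size; some results filed as inactive show a strong effect at the top dose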
Target sequence (P00811 whole entry, looked up): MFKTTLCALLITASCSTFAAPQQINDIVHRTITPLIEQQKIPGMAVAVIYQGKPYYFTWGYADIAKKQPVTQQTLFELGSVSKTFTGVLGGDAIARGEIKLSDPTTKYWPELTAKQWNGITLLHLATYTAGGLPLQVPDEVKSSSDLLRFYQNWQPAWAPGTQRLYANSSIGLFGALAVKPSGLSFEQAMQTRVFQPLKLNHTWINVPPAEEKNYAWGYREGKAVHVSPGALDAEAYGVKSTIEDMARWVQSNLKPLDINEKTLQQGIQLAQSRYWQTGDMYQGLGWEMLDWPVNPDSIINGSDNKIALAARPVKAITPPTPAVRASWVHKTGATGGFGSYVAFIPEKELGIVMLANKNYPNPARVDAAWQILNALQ
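AmpC (5.3 nM in the dispensed reagent) in 20 mM phosphate pH 7.0 with 0.01% (detergent screen) or 0.0001% Triton X-100 was preincubated with compounds for 15 min at room temperature. Nitrocefin was then added from an 800 uM solution, and hydrolysis was followed at 480 nm.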
Cycloheximide cs = counter-screen hit for Shiga toxin inhibitors, cycloheximide; cell reporter, cycloheximide protein synthesis inhibition counterscreen; max response, %; 12% of 300,000 active; in the data active = max response mostly above about 13%, no sharp cut-off; inactive = mostly below about 14%; also: read at 38.3 µM for the half of the compounds with a filed dose; 0% is about no effect
Pf growth 48h = inhibits P. falciparum growth in the first generation, 48 h. P. falciparum luciferase growth in erythrocytes, 48 h. Potency, µM (titrated, usually from 28.7 µM), for inactives: top-dose activity change, negative = inhibition, hits mostly inhibitors. 5.9% of 310,000 active; also: potency is read from the fitted curve at half-maximal effect; % is scaled to controls: 0 for no effect and ±100 for the full control effect
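First compound was added to culture medium, then infected red cells at 0.1% parasitemia and 2% hematocrit (final). After incubation at 37 C under 5% CO2, luciferase detection reagent was dispensed and light output recorded.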
LmPK inhibitor = LmPK (Leishmania mexicana) enzyme inhibition; Q27686; purified LmPK, Kinase-Glo ATP luminescence, 1 h; Potency, µM (series often up to 57.5 µM), inactives show at the highest dose activity change, negative = inhibition, usual class: inhibitors; 0.37% of 290,000 active; AID 1721; also: potency is read from the fitted curve at half-maximal effect; % is scaled to controls: 0 for no effect and ±100 for the full control effect
Target sequence (Q27686 whole entry, looked up): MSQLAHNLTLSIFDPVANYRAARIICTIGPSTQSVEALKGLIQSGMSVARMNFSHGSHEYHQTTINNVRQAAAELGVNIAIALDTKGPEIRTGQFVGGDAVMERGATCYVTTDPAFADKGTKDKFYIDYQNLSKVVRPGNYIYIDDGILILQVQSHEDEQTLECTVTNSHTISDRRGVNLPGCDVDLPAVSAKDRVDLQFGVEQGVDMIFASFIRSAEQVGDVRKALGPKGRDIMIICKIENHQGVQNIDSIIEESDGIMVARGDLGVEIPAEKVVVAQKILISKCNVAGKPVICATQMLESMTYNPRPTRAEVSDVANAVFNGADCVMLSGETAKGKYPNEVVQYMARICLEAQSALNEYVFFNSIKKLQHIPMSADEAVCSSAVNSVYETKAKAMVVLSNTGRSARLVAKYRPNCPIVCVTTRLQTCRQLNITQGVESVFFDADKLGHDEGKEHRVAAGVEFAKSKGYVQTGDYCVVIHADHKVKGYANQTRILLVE
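Kinase-Glo luminescence read after 1 h RT reaction of 0.1 nM LmPK with 0.5 mM PEP and 0.1 mM ADP. Activity scaled between uninhibited and enzyme-free controls.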
Tb PYK inh = blocks Trypanosoma brucei pyruvate kinase; Potency, µM (top dose mostly 76.8 µM), without a hit: at the top dose activity, negative = inhibition, hits mostly inhibitors; 0.12% of 410,000 active; TbPYK enzyme, Kinase-Glo Plus ATP luminescence, 45 min; AID 624173; Q57TT1; also: potency is read from the fitted curve at half-maximal effect; % is scaled to controls: 0 for no effect and ±100 for the full control effect; nearly all actives have a fitted effect of over 50% in size
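Glycolytic pyruvate kinase of T. brucei was incubated with substrate, test compound and 130 uM ADP for 45 minutes at room temperature. Luminescent Kinase-Glo Plus signal was measured after 10 minutes.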
Pf growth 96h = P. falciparum growth inhibition at 96 hour, primary screen for plastid delayed-death inhibitors. P. falciparum luciferase reporter growth, 96 h. Potency, µM (highest dose often 28.7 µM), for the others: at the top dose activity change, negative = inhibition, actives largely listed as inhibitors. 6.9% of 320,000 active; also: potency is read from the fitted curve at half-maximal effect; % is scaled to controls: 0 for no effect and ±100 for the full control effect
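96 h incubation, 37 C, 5% CO2, of luciferase-reporter P. falciparum-infected RBCs (2% hematocrit, 0.05% parasitemia final) with test compounds; endpoint luminescence.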
Active calls of the source: *; ? = inconclusive; / = no result given; & = joins results of further samples; [ ] = dose if it differs, or a comment. Unless noted, calls follow the shape of the dose curve; as a rule, active = well fitted curve in the direction sought with a large enough effect; inconclusive = small, poorly fitted or top-dose-only effect, or another doubt; inactive = no such curve, though single readings can be large; an effect the other way counts as inactive or inconclusive.

SMILES	Shiga inhibitor	AmpC inh no detg	Cycloheximide cs	Pf growth 48h	LmPK inhibitor	Tb PYK inh	Pf growth 96h
Cc1nc2c(-c3ccccc3)c(C)nn2c(N)c1-c1ccccc1	29*	-14%	49*	125%[activator]	2%	-2%	?
Cc1cc(NC(=O)CCC(=O)N(Cc2ccco2)C(C(=O)NC2CCCC2)c2ccccc2F)no1 (stereo not drawn)	-4	-5%	-7	-27%	-2%	7%	?
O=C(CCCC(=O)Nc1cccc(Br)c1)N/N=C/c1cc([N+](=O)[O-])ccc1O	4	-45%	1	10µM*	-3%	5%	34%[activator]
CC(=O)Nc1ccc(C(=O)OCC(=O)c2ccc(F)cc2)cc1	34*	-18%	25*	104%[activator]	-5%	4%	-8%
COCCN1CC(C(=O)N2CCC(Oc3ccccc3OC)CC2)CCC1=O (stereo not drawn)	12	-2%	-2	-15%	5%	-5%	9%
Cc1ccc(N(c2ncnc(N)c2[N+](=O)[O-])C2CCCCC2)cc1	-7	-17%	-2	22%	1%	-2%	28%
N#Cc1ccccc1CSc1nc(N)cc(N)n1	-4	-9%	-1	-2%	-4%	-9%	-4%
O=c1c2ccccc2nc(-c2ccccc2)n1-c1ccc(O)cc1	-16	-18%	-6	-14%	0%	5%	1%
CCCCN(CCO)CCCC	/	-3%	/	37%[activator]	/	-16%	38%[activator]
O=C(Nc1ccc(Cl)cc1)N1CC=CCC1	109*	-8%	84*	87%[activator]	-17%	-5%	0%
COC(=O)c1ccc(C(=S)N2CCCCC2)cc1	6	-27%	-2	10%	-3%	1%	?
COc1ccc(CCNC(=O)COc2cc(O)c3c(c2)OC(C)(C)CC3=O)cc1	-3	-10%	-4	4%	0%	-3%	?
Cn1c(=O)n(C)c2cc3[nH]cnc3cc21	21	-12%	6	29%	5%	2%	-3%
COc1ccc(CC(=O)OCC(=O)Nc2ccc(Cl)c(S(=O)(=O)N(C)C)c2)cc1	-13	-19%	-1	6%	0%	-19%	-1%
Cc1nn(-c2ccccc2)c(Cl)c1/C=N/Nc1nnc(C)c(=O)[nH]1	8	108%[activator]	-3	55%	1%	1%	?
C=CCNC(=O)c1ccccc1NC(=O)c1ccccc1SC	-2	-21%	6	8%	0%	-3%	26%
Cc1nc2c(Cl)c(C)nn2c2c1CCC2	-11	-8%	11	?	-5%	1%	-14%
CC1(C)CC(NC(=O)c2sc3cc(Cl)ccc3c2Cl)CC(C)(C)N1	-11	-11%	-3	?	3%	1%	-44%
COc1cccc(CNC(=O)CSc2nc(=O)n(Cc3ccncc3)c3c2CCC3)c1	/	-10%	/	10µM*	/	0%	?
Cn1sc(=O)c2cc(S(=O)(=O)NC3CC3)ccc21	-8	-2%	-3	-1%	5%	?	-11%
O=C(NCc1ccc2c(c1)OCO2)c1ccc(C2SCC(=O)N2Cc2ccco2)cc1 (stereo not drawn)	-19	-29%	6	?	2%	-5%	8%
Cc1c(NC(=O)c2ccc(N(Cc3ccccc3)S(C)(=O)=O)cc2)c(=O)n(-c2ccccc2)n1C	-6	13%	1	-17%	-1%	1%	28%
COC(=O)c1ccc(NC(=O)CSc2nc(=O)cc(N)n2-c2ccccc2)cc1	-3	15%	-2	-8%	1%	-5%	?
COc1ccc(CCNCc2csc3nc4ccccc4n23)cc1OC	-2	-16%	-4	?	-2%	-4%	?
CCOC(=O)c1cnc2ccc(OC)cc2c1NCCc1ccc(OC)c(OC)c1	-14	-17%	-3	2.6µM*	4%	-11%&4%	?
CC(C)C(=O)NCc1cc(-c2ccc(Cl)cc2)no1	11	-5%[2.29 µM]	8	-25%	-1%	-13%	?
O=C(c1n[nH]c2c1CCCC2)n1ccnc1	-8	-16%	4	24%	7%	/	?
COc1ccc(C)cc1S(=O)(=O)N1CCN(C(=O)c2ncoc2-c2ccccc2F)CC1	2	86%[activator]	0	13%	7%	0%	69%[activator]
COc1ccccc1CNC(=O)COC(=O)CCN=C1NS(=O)(=O)c2ccccc21	/	-3%	/	22%	/	-7%	32%[activator]
O=C(COc1ccc(Br)cc1)Nc1ccncc1	-2	-16%	1	/	4%	-9%	?
CC(=O)Nc1nc(=S)ss1	-5	-12%	7	10%	-12%	-20%	6%
S=C(NCCc1ccccn1)Nc1ccccc1Cl	22	-3%	11	17%	2%	-2%	-20%
Cc1ccc(C(=O)NCc2ccccn2)c(Cl)c1	63*	-19%	31*	32%[activator]	-5%	-8%	42%[activator]
C/C(=N\NC(=O)COc1ccc(C)cc1[N+](=O)[O-])c1cccs1	-13	-29%	3	31%[activator]	-9%	3%	108%[activator]
CC(C)Oc1ccc(CC2CCC(=O)N(C)C2=O)cc1 (stereo not drawn)	-11	-9%	-3	-4%	-1%	3%	?
C/C(=N\Nc1nccnc1Cl)c1ccc(Cl)c(Cl)c1	/	2%	29*	1%	-1%	4%	-25%
COc1cc(/C=C(/C#N)c2ccccc2)ccc1Oc1ccc([N+](=O)[O-])cn1	5	-14%	11	4.7µM*	10%	-2%	0.93µM*
NC(=O)c1nsc(C(=O)N(c2cccc(F)c2)C(C(=O)NCC2CCCO2)c2c[nH]c3ccccc23)c1N (stereo not drawn)	36	114%[activator]	1	?	2%	-8%	-15%
COc1ccc(-c2nn(-c3ccccc3)cc2/C=N/N=C(N)N)cc1OC	-5	-9%	-6	1.7µM*	-3%	2%	1.9µM*
COc1ccc(N(C(=O)c2snc(C(N)=O)c2N)C(C(=O)NCc2ccccc2)c2ccc(O)cc2)cc1OC (stereo not drawn)	0	25%	-3	?	-3%	-2%	10%
O=C(CN1C(=O)COc2ccccc21)N1CCc2ccccc21	-18	-16%	-3	-13%	2%	1%	1%
Cc1ccc(NS(=O)(=O)c2cccc(C(=O)N/N=C/c3ccc4c(c3)OCCO4)c2)c(C)c1	30	-28%	14*	12%	2%	5%	?
C/C(=N/Nc1ccccc1[N+](=O)[O-])c1ccc([N+](=O)[O-])cc1	-7	-20%	-8	24%	2%	1%	?
O=C1C2CC(O)CN2C(=S)N1Cc1ccccc1 (stereo not drawn)	6	-1%	11	?	-2%	-3%	-15%
CCN(CC(=O)Nc1ccc2c(c1)OCCO2)C(=O)c1cc(S(=O)(=O)N2CCOCC2)ccc1F	/	-23%	/	4%	/	-6%	38%[activator]
C=CCOC(=O)C1=C[C@@H](c2cn(C(C)=O)c3ccccc23)C[C@@H](OCCCCO)O1	-21	159%[activator]	-2	?	7%	-9%	?
COC(=O)c1ccccc1NC(=O)CSc1nnc(-c2ccncc2)o1	0	-6%	3	9%	5%	-4%	37%[activator]
Fc1ccccc1COc1ccc(Br)cc1CNCc1ccncc1	-7	73%[activator]	-6	/	14%	0%	12µM*
N#CCCn1cc(C(N)=O)c(-c2cccs2)n1	23	-4%	5	22%	-2%	0%	-1%
O=C(c1ccc(NC2=NC3CS(=O)(=O)CC3S2)cc1)N1CCN(c2ccc(F)cc2)CC1 (stereo not drawn)	-3	23%	-1	21%	-10%	-5%	-22%

A draw from above in order of number of heavy atoms, highest first.
SMILES	Shiga inhibitor	AmpC inh no detg	Cycloheximide cs	Pf growth 48h	LmPK inhibitor	Tb PYK inh	Pf growth 96h
O=C(c1ccc(NC2=NC3CS(=O)(=O)CC3S2)cc1)N1CCN(c2ccc(F)cc2)CC1 (stereo not drawn)	-3	23%	-1	21%	-10%	-5%	-22%
Fc1ccccc1COc1ccc(Br)cc1CNCc1ccncc1	-7	73%[activator]	-6	/	14%	0%	12µM*
C/C(=N/Nc1ccccc1[N+](=O)[O-])c1ccc([N+](=O)[O-])cc1	-7	-20%	-8	24%	2%	1%	?
O=C1C2CC(O)CN2C(=S)N1Cc1ccccc1 (stereo not drawn)	6	-1%	11	?	-2%	-3%	-15%
N#CCCn1cc(C(N)=O)c(-c2cccs2)n1	23	-4%	5	22%	-2%	0%	-1%

(list continues)
SMILES	Shiga inhibitor	AmpC inh no detg	Cycloheximide cs	Pf growth 48h	LmPK inhibitor	Tb PYK inh	Pf growth 96h
COc1ccc(Br)c(C(=O)NNC(=O)c2ccc(NS(=O)(=O)c3cccs3)cc2)c1	/	-43%	/	15%	/	3%	13%
O=C(COC(=O)c1ccc(F)c(S(=O)(=O)N2CCOCC2)c1)c1ccc(Br)cc1	/	-17%	/	?	/	-2%	13%
COC(=O)c1ccc(-c2noc(CN3CCCC(CNC(C)=O)C3)n2)cc1 (stereo not drawn)	15	5%	1	1%	6%	0%	?
CCNC(=O)COC(=O)CCC(=O)c1cccs1	12	?	-2	43%[activator]	-5%	-2%	32%[activator]
CS(=O)(=O)c1nc(S(=O)(=O)c2ccc(Cl)cc2)c(N2CCOCC2)s1	-5	12%	-3	?	-4%	4%	?
CC(=C/c1ccco1)/C=N/NC(=O)CSc1nnc(SCc2ccc(C)cc2)s1	33*	-30%	45*	90%[activator]	1%	-6%	91%[activator]
CCCOc1ccc(-c2c(C(=O)N/N=C(\C)c3cccs3)nnn2-c2nonc2N)cc1	-12	-4%	-6	2%	-7%	1%	?
C=CCNC(=S)N1CCN(C2CCCCC2)CC1	-4	-5%	-1	?	-7%	-5%	30%[activator]
CCc1nc2ccccc2c(=O)n1NC(=O)c1c(O)c2ccccc2n(CC)c1=O	1	-4%	-1	-2%	1%	4%	4%
CC1CCN(CC(=O)Nc2ccccc2C#N)CC1	8	-6%	0	17%	-4%	-12%	/
Cc1cc(NCc2ccco2)nc2cc(O)ccc12	1	-36%	0	3.3µM*	0%	2%	5.2µM*
Cc1ccc(N(C(=O)c2csnn2)C(C(=O)NC2CCCCC2)c2ccccn2)cc1 (stereo not drawn)	-10	-7%	1	4%	2%	-4%	12%
CC(C(=O)Nc1ccccc1C(F)(F)F)N1CCN(C)CC1 (stereo not drawn)	/	-5%	0	?	3%	3%	-10%
CCN(CC)C(=O)c1ccc(/C=C/c2c[nH]c3ccccc23)[n+](C)c1	-16	-22%	7	0.74µM*	-1%	-10%	0.37µM*
COC(=O)c1[nH]c2ccccc2c1NS(=O)(=O)c1ccc(OC)cc1OC	-9	-4%	-2	-5%	-1%	7%	?
COc1ccccc1NC(=O)c1ccc(CSc2ccccc2)o1	-8	-35%	16	19%	-1%	3%	-9%
COc1ccc(C(=O)N/C(=C\c2ccccc2)C(=O)NCc2cccnc2)cc1	8	-16%	-4	15%	1%	2%	-2%
O=C(O)c1ccc(-n2c(/C=C/c3ccccc3)nc3ccccc3c2=O)cc1	1	-12%	5	-29%[0.00184 µM]	2%	8%	-15%
CCN1CCN(CC(=O)Nc2ccc(N(C)C)cc2)CC1	3	-12%	3	0%	-1%	5%	-11%
O=C(N/N=C/c1ccc([N+](=O)[O-])o1)C(=O)Nc1ccc(C(=O)O)cc1	2	-3%	1	2.3µM*	1%	-9%	2.3µM*
Cc1ccnc(NCn2nnc3ccccc32)c1	-17	-1%	-1	?	7%	0%	10%
CCOC(=O)C(=O)Nc1ncc(Cl)s1	-9	-14%	0	12%	0%	2%	19%
